Screens as filed in PubChem BioAssay.
Redox H2O2 prof: compounds producing H2O2 with reducing agent – biochemical, NIH compound library profiling, artefact control for MLSCN library redox annotation, primary screen; DTT-dependent redox cycling H2O2, phenol red/HRP absorbance; 100% = 100 µM peroxide control, 0% = buffer; activation, % at 10 µM; hit rate 0.03% among 200,000; AID 878;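 active = activation of at least 50% relative to the plate's high and low controls in the primary single-dose screen; inactive = activation below 50%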;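 also: compound incubated with DTT at 0.8 mM final as the reducing agent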
STAT1 activator: STAT1 signaling activation; NIH 3T3 STAT1-luciferase reporter, IFN-gamma, luminescence; 100% = IFN-gamma alone, no compound; activation (% of control), % at 5.5 µM; hit rate 2.6% among 200,000;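 active = activation above the screen-wide mean activation plus 3 SD, cut at about 130% in these data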;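 also: raw ratio to IFN-gamma control signal so 100% means no change and 0% no light; values of inactives mirror those of a sister screen read the other way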
G6PDH counter: inhibits Leuconostoc G6PDH, flagging false hits in G6PDH-based assays; Purified L. mesenteroides G6PDH, diaphorase/resazurin coupled fluorescence, 45 min; inhibition, % at 5 µM; hit rate 0.12% among 200,000; in the data active = inhibition above about 50%
Hsp70 act: switches on Hsp70 transcription | hit rate 0.04% among 200,000 | HeLa Hsp70 promoter luciferase reporter, luminescence; scaled: vehicle 0, proteasome-inhibitor control 100% | AID 1203 | activation, % at 10 µM;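 active = activation above the mean across all tested compounds plus 3 SD, cutoff set per campaign, cut at about 5.5% in these data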;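 also: 100% = MG132 at 30 µM as the positive control and 0% = DMSO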
APP 5'UTR act: APP 5'UTR luciferase reporter activation; SH-SY5Y APP 5'UTR luciferase reporter, luminescence; zero percent = DMSO vehicle wells; hit rate 1% among 190,000; activation, % at 2 µM;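 active = activation above a set limit, based on mean plus 3 SD of controls, cut at about 140% in these data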; also: values of inactives mirror those of a sister screen read the other way
NF-kB expr up: NF-kB expression increase, human neuronal cells; NF-kB reporter expression; hits give high values; fold change at 12.5 µM; hit rate 1.6% among 190,000; AID 1239; in the data active = fold change above about 3.3
FLuc inh counter: counter-screen for luciferase assay inhibitors: firefly luciferase inhibition. ATPLite firefly luciferase biochemical luminescence, 10 min. inhibition, % at 10 µM. P08659. AID 1006. hit rate 1.5% among 200,000;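 active = inhibition above about 50% when tested at 10 µM, limit read from the data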
Target sequence (P08659 whole entry, looked up): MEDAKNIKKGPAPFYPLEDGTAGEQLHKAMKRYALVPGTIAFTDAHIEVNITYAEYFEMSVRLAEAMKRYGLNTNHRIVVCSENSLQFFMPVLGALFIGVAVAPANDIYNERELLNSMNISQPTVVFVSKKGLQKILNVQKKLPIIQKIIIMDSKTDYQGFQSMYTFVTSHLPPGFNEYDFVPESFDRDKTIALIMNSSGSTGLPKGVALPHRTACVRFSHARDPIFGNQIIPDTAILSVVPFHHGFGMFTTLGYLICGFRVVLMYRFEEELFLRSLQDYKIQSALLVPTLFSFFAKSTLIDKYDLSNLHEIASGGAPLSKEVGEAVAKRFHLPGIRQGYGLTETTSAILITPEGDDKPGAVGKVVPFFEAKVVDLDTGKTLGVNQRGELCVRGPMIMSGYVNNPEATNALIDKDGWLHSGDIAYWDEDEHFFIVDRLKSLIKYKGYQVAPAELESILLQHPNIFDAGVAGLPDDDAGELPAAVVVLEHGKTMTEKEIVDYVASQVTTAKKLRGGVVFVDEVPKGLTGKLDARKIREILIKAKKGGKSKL
Efa HMGR inh: blocks class II HMG-CoA reductase of Enterococcus faecalis; purified E. faecalis HMGR, NADPH absorbance 340 nm kinetic; hit rate 0.41% among 190,000; inhibition, % at 10 µM;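 active = inhibition above a set limit, the median over all tested compounds plus 3 SD, cut at about 9.5% in these data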;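 also: enzyme runs in reverse so mevalonate oxidation gives rising NADPH absorbance; 0% = complete reaction with DMSO and 100% = background rate lacking mevalonate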
FLuc act counter: affects firefly luciferase, flagging false hits in luciferase stimulation screens; P08659; ATPlite luciferase biochemical, luminescence, 10 min; 0 = ATP-free wells, 1 = DMSO control; activation factor at 10 µM; 200,000 tested, under 10 active;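 active = luciferase activation factor, scaled between plate controls, of at least 2 with compound at 10 µM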
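Material: luciferase plus luciferin reagent, cell-free. Medium: PBS buffer for ATP. Also added: ATP substrate, dispensed from a 10.24 µM working solution in PBS. Doses: test compounds dosed from 2 mM stocks in 100% DMSO. Incubation: 10 min post-reagent at room temperature. Technique: light output (luminescence). Read-out basis: luminescence gain marking luciferase activators.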
APP transl inh: APP translation inhibition | SH-SY5Y APP 5'UTR-luciferase reporter, luminescence | hit rate 0.82% among 190,000 | inhibition, % at 2 µM;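 active = inhibition above a set limit, derived from the sample mean plus 3 SD, cut at about 45% in these data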; also: values of inactives mirror those of a sister screen read the other way
An asterisk follows results filed as active; / = no result given. Rows were taken by chance; overall some 5.3% were active at least once.

SMILES	Redox H2O2 prof	STAT1 activator	G6PDH counter	Hsp70 act	APP 5'UTR act	NF-kB expr up	FLuc inh counter	Efa HMGR inh	FLuc act counter	APP transl inh
Cc1ccccc1C(=O)NC(NCc1ccco1)C(Cl)(Cl)Cl (configuration not stated)	-7.3	105	-2	-0.4	18	0.92	-7	4	1.1	-18
O=C(NCCN1C(=O)CCC1=O)c1ccncc1	1.9	102	2	-0.4	-2	1.1	-3	0	1	2
COC(=O)/C=c1\sc2n(c1=O)C(C)=CC(C)(C)N=2	-0.8	97	1	0.4	-7	1.2	-1	-3	1	7
C/C(=C/C(=O)Nc1cccc(F)c1)N1CCCC1	-0.1	95	4	-0.3	7	2	-1	0	1	-7
CCC(N=c1cc(-c2ccc(OC)c(OC)c2)oc2ccc(C)cc12)C(=O)O (configuration not stated)	0.0	99	2	-0.2	-9	1	-2	-1	1	9
C=C(C)Cn1c(SCC(=O)O)nnc1-c1ccc(OC)cc1	-0.1	102	1	-0.1	18	1	-9	-2	1.1	-18
COc1ccnc(N2CCN(c3ccccc3)CC2)c1C#N	1.6	113	-18	0.1	18	1.3	-3	-2	1	-18
O=C(NC1CCCCC1)C(c1ccc2ncccc2c1)N(Cc1cccs1)C(=O)c1cccs1 (configuration not stated)	-2.7	87	7	0.0	14	0.53	-1	1	1	-14
CS(=O)(=O)N(CC(=O)Nc1cccc(Cl)c1)c1ccccc1Cl	0.1	97	2	-0.3	-3	0.88	-7	-4	1.1	2
Cc1ccccc1NC(=O)Nc1ccccc1C(=O)NCc1ccccc1	1.5	98	-3	-0.4	3	0.71	-2	5	1	-3
COc1ccc(-c2ccc(SCC(=O)N3c4ccccc4CC3C)nn2)cc1OC (configuration not stated)	-4.4	97	-58	0.1	27	0.5	26	-3	0.7	-28
CSc1cnc2c(N)nc(N(C)C)nc2n1	-0.2	97	9	-0.3	13	1.1	-3	1	1	-13
Cc1ccc(-c2nn3nnnc3c3ccccc23)cc1	-0.8	100	1	-0.2	5	0.83	-8	-2	1.1	-5
COC(=O)c1ccc(CN(c2ccccc2Cl)S(C)(=O)=O)cc1	0.3	103	7	0.1	4	1.3	-8	0	1.1	-4
CCOC(=O)CSC1=C(C#N)C(c2ccc(C)s2)CC(=O)N1 (configuration not stated)	-1.9	98	-6	-0.3	-91	1.5	-4	-2	1	91*
CCc1[nH]c(=O)[nH]c1C(C)S(=O)(=O)c1ccc(C)cc1 (configuration not stated)	-1.7	90	12	-0.2	29	1.8	-8	-3	1.1	-29
Cc1ccc(S(=O)(=O)c2c(C)nn(C(C)(C)C)c2OC(=O)CC(C)C)cc1	-1.9	93	3	-0.2	26	0.88	-7	/	1.1	-26
Cn1c(=O)c2c(-c3ccccc3)n(N3CCOCC3)cc2n(C)c1=O	0.6	92	6	0.2	5	0.88	-7	-6	1.1	-5
CCN(CC)C(=O)CSc1nc2cc(OC)c(OC)cc2c(=O)n1Cc1ccc(Cl)cc1	0.8	102	1	-0.1	0	0.37	-6	-2	1.1	0
CCN(CC)S(=O)(=O)c1cccc(C(=O)/C=C2/N(C)c3ccccc3C2(C)C)c1	0.0	103	-6	0.0	-20	0.47	-8	2	1.1	20
CCN(CC)c1ccc(NC(=O)c2ccc(Cl)nc2)cc1	0.5	109	5	0.0	-66	1.5	0	1	1	66*
O=C(NC1CCCC1)C(NS(=O)(=O)c1cccc2nsnc12)c1ccccc1 (configuration not stated)	1.4	99	-20	-0.2	-4	0.82	-3	-1	1	4
COc1cc(S(=O)(=O)N(Cc2ccccc2)CC2CCCO2)ccc1-n1cnnn1 (configuration not stated)	-1.2	97	9	-0.1	10	0.99	-12	-10	1.1	-10
CCOc1ccc2c(c1)c(N=O)c(O)n2C	0.2	99	11	0.2	-15	1.2	-5	1	1	14
CCOC(=O)c1cc(CC)sc1/N=C/C1C(=O)CCCC1=O	-2.6	101	0	-0.2	16	0.96	-4	2	1	-16
Carrying on:
SMILES	Redox H2O2 prof	STAT1 activator	G6PDH counter	Hsp70 act	APP 5'UTR act	NF-kB expr up	FLuc inh counter	Efa HMGR inh	FLuc act counter	APP transl inh
Cc1cc(C)n(CC(O)CN(c2ccccc2)S(=O)(=O)c2ccc3ccccc3c2)n1 (configuration not stated)	0.1	98	-6	-0.5	-2	0.82	-4	-2	1	2
CCOc1cc(/C=C2\SC(=O)N(CC(=O)Nc3ccccc3F)C2=O)cc([N+](=O)[O-])c1O	-1.0	88	6	-0.1	-9	1	-2	1	1	9
Cc1onc(-c2ccccc2)c1C(=O)NC(=S)Nc1sc2c(c1C#N)CCCC2	0.0	101	8	-0.4	-1	0.98	-4	-8	1	1
Cc1ccccc1S(=O)(=O)c1cc(C#N)c(=O)[nH]c1N	-1.3	104	4	-0.2	9	1	4	-4	1	-9
COc1ccc(N2C(=O)CC(Sc3ncn[nH]3)C2=O)c(OC)c1 (configuration not stated)	1.4	92	5	0.2	-6	1.1	1	3	1	6
CSc1ccc(C#N)cc1NC(=O)c1ccc(Cl)cc1	1.4	100	-19	-0.2	-3	1.5	-2	-6	1	3
O=C(Cc1ccccc1[N+](=O)[O-])NCCCN1CCOCC1	0.1	104	1	-0.4	3	1	3	-4	1	-3
COc1ccc(-c2noc(CN(C)S(=O)(=O)c3ccccc3)n2)cc1OC	-0.1	104	/	0.0	-4	/	/	/	/	4
C[N+]1(CC(=O)OC2CCCCCCCCCCC2)CCCC1	-1.1	92	2	-0.5	3	0.65	-2	-1	1	-3
COc1ccccc1/C=C(/C(=O)OCC(=O)NCc1ccccc1)c1ccccc1	0.1	91	2	-0.3	8	0.89	-6	5	1.1	-8
Cc1c(C(=O)Nc2ccc(Oc3ccccc3)cc2)sc2nc3n(c(=O)c12)CCC3	2.0	83	-5	-0.2	-19	0.69	-4	-5	1	19
O=C(Nc1ccccn1)C(F)(F)C(F)(F)C(F)(F)C(F)(F)C(=O)Nc1ccccn1	0.3	100	11	0.0	-3	1.2	-5	-4	1	3
CN(C)S(=O)(=O)c1cc(C(=O)NCCCn2ccc3ccccc32)ccc1Cl	3.0	100	16	-0.3	-9	0.99	-4	-2	1	9
O=C(NCc1ccccc1)C(=O)NCC1OCCN1C(=O)c1cccs1 (configuration not stated)	0.2	100	-3	0.2	-4	1.3	0	-7	1	4
CCN1C(=O)N(C(C)=O)C2C1N(C(C)=O)C(=O)N2C(C)=O (configuration not stated)	0.3	100	2	-0.3	19	1.2	-5	-6	1.1	-19
CCOc1ccc2nc(SCC(=O)N3CCCc4ccccc43)sc2c1	1.5	105	4	-0.1	-2	0.96	-6	-2	1.1	2
O=C(CN1CCCCCC1)Nc1ccc(F)c(F)c1	1.4	92	12	-0.7	-6	1.2	-2	-1	1	6
CC(C)C(C)(C#N)NC(=O)CSc1nnc(-c2ccncc2)n1Cc1ccccc1 (configuration not stated)	0.3	92	8	-0.1	9	1	-10	-3	1.1	-9
Cn1cccc1C(=O)NC(=O)COC(=O)c1ccccc1O	-1.3	97	14	0.1	-9	1.1	4	-3	1	9
C=CC(=O)NC(C)(C)CCN1CCOCC1	-0.1	95	13	-0.3	11	0.95	-4	1	1	-11
O=C(Nc1ccc2oc(-c3ccccc3)nc2c1)c1cccnc1	0.9	113	9	-0.1	53	1.1	-2	2	1	-53
COc1cc(NC(=S)NCc2ccco2)cc(OC)c1OC	0.3	94	24	-0.4	5	1.3	14	-1	0.9	-5
O=C(Nc1cccnc1)c1c(F)c(F)c(F)c(F)c1F	0.3	99	14	-0.2	36	1	-3	2	1	-36
CCCCC(=O)NC(=S)NNS(=O)(=O)c1ccccc1	0.3	104	-9	0.0	3	0.97	-7	-3	1.1	-3
O=C(CS(=O)CC(=O)N(c1cccc(F)c1)C(C(=O)NC1CCCCC1)c1ccco1)Nc1ccc(F)cc1 (configuration not stated)	0.3	105	-1	-0.5	0	1.1	-5	-5	1	0

Arranged by length of the SMILES (rising): part of the list above.
SMILES	Redox H2O2 prof	STAT1 activator	G6PDH counter	Hsp70 act	APP 5'UTR act	NF-kB expr up	FLuc inh counter	Efa HMGR inh	FLuc act counter	APP transl inh
O=C(CN1CCCCCC1)Nc1ccc(F)c(F)c1	1.4	92	12	-0.7	-6	1.2	-2	-1	1	6
CSc1ccc(C#N)cc1NC(=O)c1ccc(Cl)cc1	1.4	100	-19	-0.2	-3	1.5	-2	-6	1	3
O=C(Nc1cccnc1)c1c(F)c(F)c(F)c(F)c1F	0.3	99	14	-0.2	36	1	-3	2	1	-36
O=C(Nc1ccc2oc(-c3ccccc3)nc2c1)c1cccnc1	0.9	113	9	-0.1	53	1.1	-2	2	1	-53
CCOc1ccc2nc(SCC(=O)N3CCCc4ccccc43)sc2c1	1.5	105	4	-0.1	-2	0.96	-6	-2	1.1	2
O=C(NCc1ccccc1)C(=O)NCC1OCCN1C(=O)c1cccs1 (configuration not stated)	0.2	100	-3	0.2	-4	1.3	0	-7	1	4
COc1ccccc1/C=C(/C(=O)OCC(=O)NCc1ccccc1)c1ccccc1	0.1	91	2	-0.3	8	0.89	-6	5	1.1	-8
CN(C)S(=O)(=O)c1cc(C(=O)NCCCn2ccc3ccccc32)ccc1Cl	3.0	100	16	-0.3	-9	0.99	-4	-2	1	9
CC(C)C(C)(C#N)NC(=O)CSc1nnc(-c2ccncc2)n1Cc1ccccc1 (configuration not stated)	0.3	92	8	-0.1	9	1	-10	-3	1.1	-9
Cc1c(C(=O)Nc2ccc(Oc3ccccc3)cc2)sc2nc3n(c(=O)c12)CCC3	2.0	83	-5	-0.2	-19	0.69	-4	-5	1	19
Cc1cc(C)n(CC(O)CN(c2ccccc2)S(=O)(=O)c2ccc3ccccc3c2)n1 (configuration not stated)	0.1	98	-6	-0.5	-2	0.82	-4	-2	1	2
CCOc1cc(/C=C2\SC(=O)N(CC(=O)Nc3ccccc3F)C2=O)cc([N+](=O)[O-])c1O	-1.0	88	6	-0.1	-9	1	-2	1	1	9

Carrying on.
SMILES	Redox H2O2 prof	STAT1 activator	G6PDH counter	Hsp70 act	APP 5'UTR act	NF-kB expr up	FLuc inh counter	Efa HMGR inh	FLuc act counter	APP transl inh
O=S(=O)(c1cccs1)N1CCN(Cc2nc3ccccc3s2)CC1	0.9	88	-8	0.0	5	0.96	-2	-1	1	-5
Oc1c(Cl)cc(Cl)cc1C=Nc1ccccc1N1CCCC1	0.2	98	25	0.0	1	0.79	-3	2	1	-1
CCOc1ccc2c(c1)C(c1ccc(C)o1)=NNC(c1ccncc1)=N2	-1.8	95	0	-0.5	-9	1.1	-2	-3	1	9
Nc1ccccc1N1CCOCC1	-0.5	96	2	-0.3	12	1.1	-7	1	1.1	-12
NC(=O)COC(=O)CNC(=O)c1cc(Cl)cc([N+](=O)[O-])c1	-0.3	97	2	-0.3	5	1.2	-7	-4	1.1	-5
CCCc1cc(C(=O)N2CCN(C(c3ccccc3)c3ccccc3)CC2)no1	-0.8	89	4	-0.3	38	1.1	-3	-2	1	-38
COc1ccc(S(=O)(=O)N2CCOCC2)cc1Cl	2.2	97	-2	-0.2	11	1	-3	1	1	-11
CCOC(=O)N1CCN(C(=O)Nc2ccc(NC(=O)N3CCN(C(=O)OCC)CC3)cc2)CC1	-0.1	90	9	-0.2	0	1.1	-2	-5	1	0
Cc1csc(NC(=O)Nc2cccc(Cl)c2)n1	2.3	134*	0	0.4	119	4.6*	19	-10	0.8	-119
